# AT treatment: potential ataxia-telangiectasia treatment. […] A-T fibroblasts, KAP-1 phosphorylation AlphaLISA; neocarzinostatin DNA damage 30 min before lysis. Potency, µM (highest dose often 57.5 µM), inactives show at the highest dose activation, most hits filed as activators. hit rate 0.19% among 320,000. AID 485349; also: potency is read from the fitted curve at half-maximal effect; % of control where 0% means no effect; nearly all actives have a fitted effect of over 45% in size
#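 hTERT-immortalized A-T patient fibroblasts ([…]), 500 cells/well in OPTI-MEM, 1% FBS, got compounds for 60 min, then NCS for 30 min at 37C. Lysates were then assayed for phospho-KAP-1 by AlphaLISA (anti-pKAP1 donor, anti-KAP1 acceptor beads), 6 hr at 25C.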
# TSHR antag: human thyrotropin receptor antagonism | P16473 | TSHR-expressing cells, TSH-stimulated cAMP HTRF, 2 h; active compounds read low | activity change, negative = inhibition, % at 11.5 µM | hit rate 0.2% among 330,000 | AID 504810;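 active = activity change below a set negative limit, meaning inhibition stronger than a set level, cut at about -70% in these data; inconclusive = activity change between two set negative limits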; also: % is scaled to controls: 0 for no effect and ±100 for the full control effect
# Target sequence (P16473 whole entry, looked up): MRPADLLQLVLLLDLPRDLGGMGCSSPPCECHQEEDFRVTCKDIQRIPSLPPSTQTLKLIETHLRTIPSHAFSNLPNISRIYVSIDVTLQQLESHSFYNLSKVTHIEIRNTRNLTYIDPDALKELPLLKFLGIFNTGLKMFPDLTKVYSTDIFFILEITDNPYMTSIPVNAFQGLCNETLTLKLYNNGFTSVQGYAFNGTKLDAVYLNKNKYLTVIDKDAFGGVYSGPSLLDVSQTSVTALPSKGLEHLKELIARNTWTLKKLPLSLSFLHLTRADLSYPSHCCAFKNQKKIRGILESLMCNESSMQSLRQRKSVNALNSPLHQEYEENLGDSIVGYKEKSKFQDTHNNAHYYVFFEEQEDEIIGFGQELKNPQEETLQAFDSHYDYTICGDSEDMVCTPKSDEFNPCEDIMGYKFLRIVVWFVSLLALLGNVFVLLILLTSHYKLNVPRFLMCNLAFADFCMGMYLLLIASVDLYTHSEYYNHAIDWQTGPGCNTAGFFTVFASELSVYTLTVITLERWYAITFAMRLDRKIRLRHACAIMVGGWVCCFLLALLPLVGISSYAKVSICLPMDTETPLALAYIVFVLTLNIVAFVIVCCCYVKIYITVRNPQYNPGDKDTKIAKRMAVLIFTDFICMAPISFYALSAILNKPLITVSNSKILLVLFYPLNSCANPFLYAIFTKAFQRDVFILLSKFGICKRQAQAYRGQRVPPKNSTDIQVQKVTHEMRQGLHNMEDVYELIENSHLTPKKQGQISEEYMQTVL
#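 Cell-based HTRF cAMP assay; TSHR cells + compound, TSH EC80 (4nM final), 2 h, 37 deg C. Lysis with anti-cAMP cryptate and cAMP-d2, 30 min RT, read 665/620 nm.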
# CXXC DNA block: MLL CXXC-DNA interaction inhibition; Q03164; MLL-CXXC / FITC-HOXA9 DNA fluorescence polarization; Potency, µM (doses to about 115 µM), inactives show top-dose activity change, negative = inhibition, hits mostly inhibitors; hit rate 0.037% among 290,000; AID 2662; active = well fitted inhibition curve with a large enough effect in the polarisation, with a control signal flat, not every such curve was filed as active; inconclusive = small, poorly fitted or top-dose-only effect, or effect the other way, or a change in a side signal; inactive = no such curve, though single readings can be large or run the other way; the % refers to the polarisation; also: potency is read from the fitted curve at half-maximal effect
#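 Steps: dispense CXXC domain solution (7 uM) → pin compounds or unlabeled HOX-A9 DNA control → 5 min ambient → add FLSN-HOX-A9 solution (50 nM) → spin → 30 min ambient → fluorescence polarization. Tris pH 7.5/NaCl/DTT/BSA buffer.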
# Mito fusion act: mitochondrial division inhibition or fusion activation. hit rate 0.23% among 320,000. S. cerevisiae fusion-defective mutant growth rescue, CellTiterGlo 48 h. Potency, µM (doses to about 46.1 µM), inactives show top-dose growth rescue (activation), most hits filed as activators;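 also: potency is read from the fitted curve at half-maximal effect; % of control where 0% means no effect; nearly all actives have a fitted effect of over 45% in size; temperature-sensitive fusion mutants such as fzo1-1 at 37 °C on non-fermentable ethanol glycerol medium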
#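 Luminescent cell viability in 1536-well qHTS format served as the measure of rescued growth in ts fusion-mutant S. cerevisiae cultured on non-fermentable YPEG for 48 hours at 37C.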
# TCR act: activates T cell receptor signaling. primary human leukocytes, anti-CD3, IL-2 HTRF, 48 h. Potency, µM (series often up to 9.22 µM), for the others: at the highest dose activation of IL-2 secretion, hits mostly activators. 330,000 tested, under 10 active. AID 504894; also: % of control where 0% means no effect
#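 Primary human leukocytes were stimulated with a-CD3 beads plus compounds for 48 hr without co-stimulation; secreted IL-2 was quantified by HTRF using a-IL-2-K (europium cryptate) and a-IL-2-d2, excited at 320nm with acceptor emission read at 665nm.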
# TSG101-PTAP inh: blocks PTAP/TSG101 interaction to inhibit HIV-1 budding. AID 493005. Fluorescence polarization, FITC-PTAP peptide / Tsg101 binding. Potency, µM (titrated, usually from 115 µM), for inactives: at the top dose activity change, negative = inhibition, actives largely listed as inhibitors. 340,000 tested, under 10 active; active = well fitted inhibition curve with a large enough effect in the main read-out, with a control signal flat, not every such curve was filed as active; inconclusive = small, poorly fitted or top-dose-only effect, or effect the other way, or a change in a side signal; inactive = no such curve, though single readings can be large or run the other way; also: potency is read from the fitted curve at half-maximal effect; % of control where 0% means no effect
#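 FP read-out: FITC-PTAP peptide, 50 nM final, binding Tsg101 binding domain, 10 uM final; 20 min, r.t.; 10 mM HEPES pH 7.5, 0.15 M NaCl, 0.01% Tween 20, 3 mM EDTA, 0.1 mM TCEP.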
# S-ASM inh: human S-ASM enzyme inhibition | placental ASM, HMU-PC fluorogenic substrate, 60 min | Potency, µM (doses to about 57.5 µM), without a hit: at the highest dose activity change, negative = inhibition, usual class: inhibitors | hit rate 0.006% among 340,000; also: potency is read from the fitted curve at half-maximal effect
#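 Fluorescence read-out (Ex 386 nm, Em 447 nm) after stopping the reaction at pH 10. Enzyme: ASM from human placenta; substrate HMU-PC0, 9 uM final; 60 min, 37 °C. Compound preincubation 10 min, ambient temperature.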
# MBNL1 CUG block: inhibitors of human MBNL1 binding to CUG repeat RNA | Q9NR56 | TR-FRET MBNL1-His/biotin-(CUG)12 binding, 665/545 ratio | Potency, µM (series often up to 57.5 µM), for inactives: at the top dose activity change, negative = inhibition, actives largely listed as inhibitors | hit rate 0.036% among 280,000 | AID 2675; active = well fitted inhibition curve with a large enough effect in the signal ratio, with a control signal flat, not every such curve was filed as active; inconclusive = small, poorly fitted or top-dose-only effect, or effect the other way, or a change in a side signal; inactive = no such curve, though single readings can be large or run the other way; the % refers to the signal ratio; also: potency is read from the fitted curve at half-maximal effect; % is scaled to controls: 0 for no effect and ±100 for the full control effect
#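 Compounds (final 92 nM to 58 uM) are added to His-tagged MBNL1 and biotin-(CUG)12, then terbium anti-His antibody and streptavidin-XL665 (5 nM final). After 60 min at room temperature, the 665/545 nm ratio is read.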
# a7 integrin act: activators of alpha7 integrin expression for muscular dystrophy; alpha7betagal myoblasts, beta-gal FDG fluorescence, 48 h; Potency, µM (top dose mostly 38.3 µM), for inactives: at the highest dose activation, most hits filed as activators; hit rate 0.064% among 350,000; AID 624291;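 also: potency is read from the fitted curve at half-maximal effect; 100% = response of the positive control SU9516; nearly all actives have a fitted effect of over 60% in size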
#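 Alpha7betagal+/- myoblasts (passage 13) were plated 16-24 hr, then exposed to compounds (1:260 dilution of DMSO stock) for 48 hours at 37C. After MPER lysis, β-galactosidase reporter activity was read as FDG fluorescence (ex 480/em 540) after 30 minutes.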
# Menin-MLL TR inh: inhibitors of human menin-MLL interaction, mutant MLL peptide; Potency, µM (series often up to 61.6 µM), without a hit: at the top dose FP activity change, negative = inhibition, most hits filed as inhibitors; AID 1768; hit rate 0.23% among 270,000; O00255; Menin + Texas Red MLL mutant peptide, fluorescence polarization; active = well fitted inhibition curve with a large enough effect in the polarisation, with a control signal flat, not every such curve was filed as active; inconclusive = small, poorly fitted or top-dose-only effect, or effect the other way, or a change in a side signal; inactive = no such curve, though single readings can be large or run the other way; the % refers to the polarisation; also: potency is read from the fitted curve at half-maximal effect; % of control where 0% means no effect; many of its hits are not listed in these tables
# * hit, by the source's call; ? = inconclusive; . = not tested or not shown; [ ] = dose if it differs, or a comment. Unless noted, calls follow the shape of the dose curve; as a rule, active = well fitted curve in the direction sought with a large enough effect; inconclusive = small, poorly fitted or top-dose-only effect, or another doubt; inactive = no such curve, though single readings can be large; an effect the other way counts as inactive or inconclusive. Some of the compounds tested, so the mix of outcomes need not match the whole.
# Values run as follows: AT treatment, TSHR antag, CXXC DNA block, Mito fusion act, TCR act, TSG101-PTAP inh, S-ASM inh, MBNL1 CUG block, a7 integrin act, Menin-MLL TR inh
1) O=C(CN(C(=O)CNS(=O)(=O)c1ccccc1)C1CCCC1)NCC1CCCO1 (stereo not drawn)
    3%, -8, -1%, 2%, -3%, -3%, -1%, -2%, -19%, 38%[activator]
2) NC(=O)C1CCN(c2ncc(C(F)(F)F)cc2Cl)CC1
    1%, -2, -1%, ?, -5%, -1%, 0%, 0%, -7%, 7%
3) COc1nc(N=C(N)N)nc2ccc(C)cc12
    -10%, 11, -11%, 1%, -1%[46.1 µM], ., ., -2%, ., 7%
4) Cc1cccc(C(=O)OCC(=O)c2ccc3c(c2)NC(=O)CO3)c1
    3%, -9, ., ., -6%, 2%, 0%, ., -11%, .
5) CCC(=NCc1ccc(Cl)c(Cl)c1)c1nc(-c2ccco2)oc1O
    6%, -1, 4%, ?, -2%[46.1 µM], -6%, ?, -3%[11.5 µM], -30%, 13%
6) Cc1c(Cl)c(C(F)(F)F)nn1CC(=O)NN
    0%, -12, 2%, 2%, -2%, -7%, 0%, -3%, -12%, 16%
7) COC(=O)C1CCN(c2ccc([N+](=O)[O-])cc2[N+](=O)[O-])CC1
    -6%, -2, 1%, 3%, 0%, -6%, -11%, ?, -43%, 15%
8) O=C(NCCCNC(=O)c1ccccn1)c1cccc(F)c1
    2%, -5, 18%, 1%, 0%, -9%, 0%, -3%, -34%, -13%
9) COc1ccc(N2CCN(C(=O)CN3CCN(C(c4ccccc4)c4ccccc4)CC3)CC2)cc1
    -2%, -10, -8%, ?, 4%[46.1 µM], -1%, 3%, ., 2%, 4%
10) CN1C(=O)C2C=CC1C1C(=O)N(c3ccccc3)C(=O)C21 (stereo not drawn)
    ., 27, -7%, 6.3µM*, -7%, -5%, 2%, -18%, 5%, 0%
11) Nc1cc(C(=O)O)ccc1Sc1ccccc1C(=O)O
    -5%, 10, -1%, 13%, -1%, -6%, 4%, 6%, 19%, -8%
12) Cn1nnnc1SCCNCc1cccnc1
    25%, 11, -7%, 3%, ., -10%, 3%, -4%, 9%[7.66 µM], -2%
13) CC(NC(=O)COC(=O)COc1ccc(C(=O)c2ccccc2)cc1)c1ccccc1 (stereo not drawn)
    9%, -2, ., -3%, 10%, -7%, -2%, ., 19%, .
14) Cc1cn(CC(=O)NCCCN2CCCC2=O)c(=O)[nH]c1=O
    ., ., ., ., -1%, -3%, -6%, ., 7%, .
15) O=C(NC1CC1)C1=C[C@H](c2csc3ccccc23)C[C@H](OCCCCO)O1
    -21%, -2, -11%, 0%, -2%, -2%, 0%, 22%, 7%, -9%
16) COc1ccc(O)c(/C=C2/SC(=S)N(Cc3ccccc3)C2=O)c1
    10%, 15, 148%[activator], -10%, 4%, ?, -29%, -12%, -5%, ?
17) O=C(CCC(=O)N1CCOc2ccccc21)NCCN1CCOCC1
    -9%, -18, ., -1%, 1%, -1%, 2%, 12%, -16%, 0%
18) Cc1ccc(C(=O)CSc2nnc3c4ccccc4nc(Cc4ccccc4)n23)cc1
    8%, 12, 1%, -2%, -5%[46.1 µM], -2%, -6%, ?, 11%, -8%
19) Cc1ccc(NC(=O)COC(=O)Cn2cnc3c2c(=O)n(C)c(=O)n3C)cc1
    -10%, 6, ., ., 10%[46.1 µM], -4%, -1%, ., -28%, .
20) CN(CC(=O)Nc1ccccc1Cl)C(=O)c1ccccc1Sc1ccccc1C#N
    4%, 7, ., ?, 1%, -3%, 1%, ., 11%, .
21) Cc1nc2c(C(=O)NCc3ccc(F)cc3)c[nH]n2c(=O)c1Cl
    1%, 1, -6%, 0%, ., ., 18%, -6%, 13%, ?
22) O=C(Cc1ccccc1)N/N=C/c1cccnc1
    -5%, -3, -5%, -9%, 3%, -2%, 4%, 2%, 0%, -9%
23) CCN1CCN(c2cc(C)c3cc(NC(=O)c4ccncc4)ccc3n2)CC1
    -7%, 2, -15%, 1%, 0%, -2%, -9%, 12%, 13%, 0%[11.7 µM]
24) Cc1cccc(NC(=O)c2ccc([N+](=O)[O-])cc2Cl)n1
    1%, 6, -3%, 0%, 5%[46.1 µM], -5%, 2%, ., 7%, -11%
25) COc1cccc(N2CCN(C(=O)CCS(=O)(=O)c3ccc4c(c3)oc(=O)n4C)CC2)c1
    15%, -5, 3%, -1%, 7%, -3%, -2%, -3%, ?, .
26) COc1ccc(CC(=O)OCC(=O)NCc2ccccc2Cl)cc1OC
    0%, 2, 0%, 9%, 0%, -6%, 2%, ., -22%, 0%
27) O=C(Cn1cccc1C(=O)c1ccccc1)NCc1ccco1
    -2%, 14, 2%, -2%, 0%, -2%, -2%, 9%, -6%, -4%
28) COc1cc(/C=N/NC(=O)CSc2ccccn2)ccc1OC(C)C
    9%, 5, -2%, -1%, -2%, 1%, -1%, ?, 4%, .
29) CC1(C)Cc2c(C#N)c(SCCO)nc(N3CCOCC3)c2CO1
    -11%, -5, 6%, -6%, -5%, 2%, 7%, 4%, -29%, 17%
30) C/C=C\C(=O)Nc1cccc(C2=NOC3(C2)C[C@H](C(N)=O)N(C(=O)[C@H]2CCC(=O)N2)C3)c1 (stereo partly drawn)
    3%, -3, 6%, -4%, 1%, -3%, 4%, 1%, 9%, .
31) OCCNCCSc1ccc(Cl)cc1
    3%, 7, 5%, 4%, -9%, -2%, 5%, 0%, -20%, -4%
32) Cc1ccc(C(=O)ON=C2CCN(S(=O)(=O)c3ccccc3)CC2)cc1
    -3%, 0, 3%, 4%, ., -3%, -1%, -2%, 0%, ?
33) CC(NC(=O)CCNC(=O)c1ccc(C(C)(C)C)cc1)c1ccccc1 (stereo not drawn)
    10%, -2, ., ., 6%, -2%, -2%, ., -21%, .
34) COc1ccc(/C=N/n2c(C3CCCCC3)n[nH]c2=S)c(OC)c1
    -7%, -6, -15%, -15%, -5%, -6%, -5%, 0%, -28%, 22%
35) Fc1ccc(N2CCN(Cc3cnc(Cl)s3)CC2)cc1
    3%, -7, 15%, -1%, -5%, -1%, -2%, 1%, 0%, 6%
36) Cc1occc1C(=O)NC(C)C(C)(C)C (stereo not drawn)
    ., ., 2%, -4%, ., ., -4%, -11%, 5%, -9%
37) O=S(=O)(NCc1ccccc1)c1ccc(Cl)c(S(=O)(=O)NCc2ccccc2)c1
    -1%, -1, -2%, 5%, 2%, -8%, -10%, -5%, 4%, 2%
38) COC(=O)c1cc(Cl)c(NC(=O)/C=C/c2ccc(OC)cc2)cc1OC
    2%, -1, -7%, -2%, -4%[46.1 µM], -2%, 35%[activator], 1%, -5%, -4%
39) CCOC(=O)C1CCCN(C(=O)CCc2nnc(-c3ccc(C(C)=O)s3)o2)C1 (stereo not drawn)
    19%, -29, 19%, 21%, -6%, 0%, 2%, ?, -6%, -5%
40) CCNC(=S)NNC(=O)c1cc(-c2cccc(C)c2)nc2ccccc12
    -4%, -3, 0%, -10%, ., -2%, -3%, -2%, 13%[7.66 µM], ?
41) CCOc1ccc(-c2nnc(SCC(=O)N3CCNC3=O)o2)cc1
    6%, 7, ., 2%, 1%, -3%, -1%, ., -12%, .
42) CCOC(=O)c1cc(CC)sc1NC(=O)C(c1ccccc1)c1ccccc1
    2%, -1, 5%, 0%, -14%, -13%, -2%, -4%, -19%, 13%
43) COc1cc(OC)cc(C(=O)Nn2cc(C(=O)Nc3ccccc3F)c3ccccc3c2=O)c1
    19%, 0, 1%, 2%, -3%, -3%, ., 6%, 6%, 1%
44) COc1cc(/C=N/NC(=O)CC2(C)OCCO2)cc(Br)c1O
    -2%, 4, 4%, -3%, 2%, 1%, 133%[activator], 13%, 22%, -1%

# Assay outcomes (PubChem BioAssay)
